# MT stabilize HCS – microtubule stabilizers in HeLa cells | HeLa tubulin immunostaining HCS, 24 h; share of cells brighter than vehicle mean+2SD | % tubulin-high responders, % at 10 µM | actives 0.83% (n = 200,000);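 active means plate Z-score above 3 for both tubulin-high and condensed-nucleus cell shares, with cell loss under 80%, at 10 µM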;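 further: anti alpha tubulin signal scored within the nucleus-defined area of each cell; some results filed as inactive read as strong as hits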
# Lipid droplet – modulators of hepatic lipid droplet formation | AML12 mouse hepatocytes, oleate lipid droplets, BODIPY imaging | inhibition, % at 6.5 µM | actives 0.4% (n = 240,000) | AID 1656;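 active means lipid droplet intensity inhibited by at least 50%, with more than 500 cells counted; inconclusive means wells with under 300 cells, treated as cytotoxic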
#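 Test system: AML12 mouse liver cells; schedule: overnight exposure; technique: high-content imaging of BODIPY-stained droplets and DAPI nuclei; read-out: % inhibition of corrected integrated BODIPY droplet signal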
# Insulin prom up – MIN6 insulin promoter up-regulation; z-score at 5 µM; actives 0.3% (n = 190,000); AID 1625; MIN6 insulin promoter-GFP reporter, high-content imaging; stronger effect = higher value;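 active means z-score above 3 at 5 µM with at least 500 cells counted in the well; inconclusive means wells under 500 cells, flagged as cytotoxic or low count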
# T cell modulator – T cell immune modulators affecting CD8 T cell-vesicle binding | calls only at 7 µM | 2C CD8+ T cell-vesicle binding, flow cytometry; stronger effect = lower value | actives 0.068% (n = 330,000);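 active means response, share of CD8 T cells binding vesicles, and their 90th percentile fluorescence all below set limits, cut at about 80% in these data, passing the limit was not always enough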
#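 incubation = binding step 1.5 h, 37 °C, antibody labelling 20 min, ice | test system = 2C mouse CD8+ T cells | read-out basis = percent CD8+ FL2 mean versus row control | controls = Peptide-free naked vesicles (low) and QL9 vesicles with 0.7% DMSO vehicle (high) | detection = flow cytometry of vesicle-bound cells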
# ER stress rescue – rescue of cells from ER stress-induced death, primary screen, 384-well, CSM14.1, thapsigargin, ATP luminescence (AID 1222); 190,000 tested, under 10 active; CSM14.1 thapsigargin-induced death rescue, ATP luminescence; higher % means a stronger effect; cellular ATP content (survival), % at 20 µM; hits with a dose series show EC50 in µM;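 active means EC50 below 50 µM in the dose-response confirmation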;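 further: death triggered by thapsigargin at about 15 µM added after 2 h compound pretreatment; cell ATP read after overnight thapsigargin exposure of roughly 18 to 22 hours; normalized against plate controls of thapsigargin alone and 5% DMSO vehicle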
# bCat nuc transl – alters nuclear translocation of beta-catenin in HeLa cells; immunofluorescence imaging; actives 0.3% (n = 190,000); nuclear translocation activity, % at 5 µM;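 active means nuclear translocation activity above 50% at 5 µM, with a well cell count of 50 or more; inconclusive means wells under 50 cells across six images, flagged as toxic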;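 further: per-cell ratio of nuclear to cytoplasmic median beta-catenin stain intensity; plate controls were DMSO negative control for no effect and GSK-3 inhibitor IX positive control for full effect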
#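 System: Human HeLa cells, endogenous beta-catenin | Compound dosing: 5 µM primary, 0.02–20 µM confirmation | Timing: 24 h compound exposure at 37°C, 5% CO2 | Measured by: Fluorescence imaging of beta-catenin antibody stain plus DAPI | Read-out basis: % activation of per-cell nuclear versus cytoplasmic median beta-catenin signal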
# Autophagy mod – autophagy modulation, high-content screen; MEF GFP-LC3 puncta imaging; test concentration mostly 10 µM; calls only at 10 µM (by protocol); actives 0.98% (n = 190,000);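 active means percentage of spot-positive cells more than 3 SD above its plate mean, without a fluorescence outlier flag or 80% toxicity; inconclusive means no clear call, values can overlap the other calls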;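 further: spot-positive cell cutoff set from DMSO-treated cells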
# Dynein cargo inh – blocks dynein driven cargo transport along microtubules; 3617.4 mouse cells, GR-EGFP nuclear translocation imaging; test concentration mostly 20 µM; stimulated with dexamethasone, 1 µM; stronger effect = lower value; z-score, hits read low; AID 1381; actives 0.47% (n = 220,000);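 active means plate z-score of nuclear minus cytoplasmic receptor signal below a set negative limit, without overly bright fluorescence or cell loss, cut at about -3.5 in these data, passing the limit was not always enough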;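 further: z-score of nuclear minus cytoplasmic ring GR-EGFP intensity difference per well; some compounds called inactive have numbers as strong as hits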
#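 Also added – dexamethasone, 1.0 µM final · Buffer or medium – tet-free, stripped-serum medium · Schedule – induction 48 h, compound 1 h, agonist 30 min · Detection – formaldehyde fixation, Hoechst nuclear stain, 10x automated fluorescence imaging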
# PhoP inhibition – PhoP-dependent GFP reporter repression – Salmonella Typhimurium, primary screen (AID 1863). S. Typhimurium PhoP-regulated promoter GFP reporter, 4 h; higher % means a stronger effect. inhibition, % at 50 µM, or IC50 in µM where a hit was titrated. actives 0.16% (n = 300,000);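 active means inhibition over 29.93%, a cutoff 3 SD above the screen mean, later confirmed by dose response; inconclusive means inhibition over 29.93% but no dose response follow-up; inactive means inhibition at most 29.93% or unconfirmed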;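 further: 0% = low Mg2+ inducing control and 100% = high Mg2+ repressing control; strong numbers were not always called active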
# Dynein cargo inh cytoplasmic EGFP – also measured in Dynein cargo inh; calls as there; z-score; measured here: cytoplasmic GR-EGFP intensity; stronger effect = higher value
# Dynein cargo inh nuclear GR-EGFP – recorded beside Dynein cargo inh, whose call it bears; z-score; measured here: nuclear GR-EGFP intensity;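 lower value marks the stronger effect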
# Dynein cargo inh cell count – also measured in Dynein cargo inh; calls as there; z-score; measured here: cell count per field
# Insulin prom up cell count – second read-out of Insulin prom up, no call of its own (marks repeat the call); cell count; measured here: cytotoxicity, nuclei count;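 total cells summed across four imaged fields per well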
# Lipid droplet cells 6.5 µM – further read-out of Lipid droplet, marked with its call; cell count; measured here: cell count, cytotoxicity flag;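 cells counted across two imaged fields per well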
# bCat nuc transl cell count 5 µM – further read-out of bCat nuc transl, marked with its call; cell count; measured here: cell count, cytotoxicity flag
# T cell modulator vesicle-bound % – second read-out of T cell modulator, no call of its own (marks repeat the call); double positive events, %; measured here: CD8+ vesicle-bound cell fraction;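 binding gate set so that unloaded-vesicle control wells show 10% double positive cells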
# MT stabilize HCS Hoechst-high % – recorded beside MT stabilize HCS, whose call it bears; % Hoechst-high responders; measured here: nuclear condensation Hoechst responders;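 share of cells brighter than vehicle mean plus two SD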
# MT stabilize HCS cytotoxicity % – recorded beside MT stabilize HCS, whose call it bears; toxicity, %; measured here: cytotoxicity by cell density;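 0% = mean cell density of plate MIN control wells and 100% = no cells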
# Autophagy mod cell loss 18 h – recorded beside Autophagy mod, whose call it bears; toxicity, %; measured here: cell loss, nuclei count;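 cell loss after 18 h compound exposure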
# * = called active by the depositor; i = inactive; ? = inconclusive; nt = not tested or not shown. Rows were taken by chance. About 3% of those tested had a hit in this group.
# Values run as follows: MT stabilize HCS, MT stabilize HCS Hoechst-high %, MT stabilize HCS cytotoxicity %, Lipid droplet, Lipid droplet cells 6.5 µM, Insulin prom up, Insulin prom up cell count, T cell modulator, T cell modulator vesicle-bound %, ER stress rescue, bCat nuc transl, bCat nuc transl cell count 5 µM, Autophagy mod, Autophagy mod cell loss 18 h, Dynein cargo inh, Dynein cargo inh cytoplasmic EGFP, Dynein cargo inh nuclear GR-EGFP, Dynein cargo inh cell count, PhoP inhibition
- O=C(COC(=O)c1cccc(C(=O)OCC(=O)NCc2ccc(F)cc2)n1)NCc1ccc(F)cc1
→ 1.1, 1.4, 6.8, 0, 691, -0.47, 1272, i, 33, 9.9%, nt, nt, i, 5, -0.22, -0.25, -0.38, 0.35, 1%
- Cc1ccc(C(C)C)c(OCCNC(=S)Nc2cccc3ccccc23)c1
→ 1.9, 1.5, 13, 48, 676, -0.72, 1711, i, 21, -1.3%, 0.5, 1052, i, -10, -0.071, -0.21, -0.34, -0.57, 7%
- Brc1ccc(OCc2ccccc2)c(CNCc2ccncc2)c1
→ 2.2, 1.2, 2.9, nt, nt, 0.22, 1347, i, 14, 0.0%, -0.8, 1407, i, 6, 3.5, -0.015, 2.1, -2.6, 8%
- CCCNCC1C(Oc2ccc(Cl)cc2)C(=O)N1c1ccccc1C (stereo unspecified)
→ 2.0, 2.2, 5.2, -3, 669, -0.27, 1315, i, 49, -2.0%, -0.5, 863, i, 5, 0.3, -0.28, -0.12, -0.15, -5%
- O=C(Nc1ccc2nc(-c3ccco3)c(-c3ccco3)nc2c1)NC1CC1
→ 3.8, 2.6, 8.8, 3, 771, 0.06, 1271, nt, nt, -1.8%, -4.5, 570, i, 8, 0.32, -0.051, -0.083, -0.22, 3%
- CC1=NNC(=O)C1CC(=O)N/N=C(\C)c1cccs1 (stereo unspecified)
→ 2.3, 2.6, 3.3, -1, 664, 1.1, 1137, i, 44, -1.1%, -0.8, 1052, i, -1, 0.41, -0.34, 0.21, 0.29, -3%
- Nc1ccc2nc(SCC(=O)N3CCN(c4ccccc4)CC3)sc2c1
→ nt, nt, nt, -10, 673, -1.2, 971, i, 28, nt, 0.7, 1200, nt, nt, -0.3, -0.18, 0.28, 0.28, -9%
- C=CCn1c(SCc2nc3sc4c(c3c(=O)[nH]2)CCCC4)nc2ccccc2c1=O
→ 3.9, 4.2, 5.4, 22, 640, -0.47, 1148, i, 9, -0.1%, 0.6, 957, i, 0, -0.36, -0.24, -0.4, -0.13, 0%
- O=C(CNC(=O)Cc1ccccc1)NCC(=O)OCC(=O)c1ccc(Cl)cc1
→ 5.2, 2.9, 7.2, -20, 583, -0.27, 1603, i, 10, -2.3%, -1.2, 1060, i, 9, 2.4, -0.1, 1.3, -1.2, 1%
- COc1nc(NCC(C)C)nc(Oc2ccc(=O)n(-c3ccccc3)n2)n1
→ 3.9, 2.2, 15, nt, nt, -0.75, 974, i, 15, -0.5%, -2.8, 1208, i, 6, 1.1, 0.092, 0.8, -0.67, -8%
- O=C(O)c1cc(-c2cccs2)nn1-c1cccc(Cl)c1
→ 4.9, 3.0, 6.3, 3, 692, 2.2, 1239, i, 41, -1.1%, -3.1, 958, i, -7, -0.31, -0.3, 0.34, 0.04, -4%
- Cc1cc(C)c(NC(=S)N2CCC(N(C)CC3CCCO3)CC2)c(C)c1 (stereo unspecified)
→ 2.4, 1.4, 17, 7, 795, -0.6, 882, i, 30, 3.0%, -0.4, 1120, i, 13, 2.2, 0.089, 1.3, -1.2, 7%
- CN(C)c1ccc(C(=O)Nc2nnc(C3=COCCO3)o2)cc1
→ 2.8, 2.4, 4.6, 14, 703, -0.02, 1297, i, 49, 0.6%, -1.1, 1054, i, 1, -1.4, -0.36, -0.1, -0.14, -5%
- CCN(CC)S(=O)(=O)c1cccc(-c2nnc(SCC(=O)NC3CCCCCC3)n2N)c1
→ 2.4, 1.4, 8.2, -6, 762, -1.5, 825, i, 14, 1.7%, nt, nt, i, -4, -0.35, 0.37, -0.32, 0.58, 2%
- CCCOc1ccc(C(=O)NCCCn2ccnc2)cc1
→ 6.2, 3.7, 0.1, nt, nt, 0.23, 1084, i, 28, -1.8%, 2.9, 1394, i, 19, 0.26, -0.24, 0.43, -0.72, -3%
- CC(C)c1nnc(NC(=O)c2cccnc2)s1
→ 1.3, 1.7, 11, 1, 764, 0.85, 803, i, 41, -3.3%, -0.3, 1205, i, 7, -0.31, -0.19, 0.042, 0.17, 16%
- Clc1ccc(CSc2ncn(-c3ccccc3)n2)cc1
→ 1.3, 2.2, 7.0, 1, 689, nt, nt, i, 34, 1.6%, -0.5, 971, i, -5, 0.31, -0.24, 0.17, -0.85, -5%
- Cc1ccc(Nc2cccccc2=O)cc1
→ 2.8, 1.8, 13, nt, nt, 0.35, 1311, i, 52, -2.2%, 1.4, 1085, i, 8, 0.69, -0.22, 0.59, -0.84, 12%
- O=C(COC(=O)c1ccc2c(c1)OCCO2)NCc1ccccc1
→ 1.4, 1.1, 5.2, -10, 718, nt, nt, i, 60, -2.6%, -5.8, 1172, i, 4, -0.27, -0.16, -0.091, 0.5, 3%
- COc1ccc(/C=C2/C(=O)ON=C2c2ccccc2)cc1OC
→ 2.1, 1.0, 9.8, nt, nt, -0.6, 1152, i, 36, 10%, -1.0, 1349, i, 14, 1.2, -0.11, 0.27, 0.31, -7%
- C/C(=N\N=C(N)N)c1cc(Cl)ccc1Cl
→ 3.0, 1.7, 4.0, 1, 612, 0.04, 1256, i, 53, -2.6%, -0.2, 1449, i, 1, -0.62, -0.28, -0.18, 0.47, 9%
- NS(=O)(=O)c1cccc(NC(=O)COC(=O)CC2CC3CCC2C3)c1 (stereo unspecified)
→ 3.7, 4.0, 1.2, 11, 727, 0.07, 1232, i, 33, -1.1%, -0.7, 1092, i, -8, 0.51, -0.33, 0.18, 0.37, 3%
- O=C(CN(Cc1ccccc1)C(=O)c1cc2c(s1)CCC2)NCc1cccs1
→ 1.7, 1.8, 6.2, nt, nt, -0.87, 1588, i, 23, 0.8%, -0.5, 1363, i, -3, 0.99, -0.18, -0.025, -1.4, 2%
- Cc1cc(C)nc(/N=C(\N)Nc2ccc(OCc3ccccc3)cc2)n1
→ 4.8, 2.4, 9.2, -30, 658, -4, 842, i, 23, -2.6%, 0.1, 905, i, -1, 0.78, 0.11, 0.81, -0.63, nt
- S=c1[nH]nc(-c2ccc3c(c2)OCO3)n1-c1ccccc1
→ 2.4, 2.4, 9.5, 24, 726, -0.63, 1443, i, 5, -2.5%, -1.4, 1101, i, 16, -0.25, -0.17, -0.24, 0.45, 11%
- O=C(NCCOC(=O)c1ccccc1C(=O)OCCNC(=O)c1cccnc1)c1cccnc1
→ 1.9, 1.7, 7.9, 0, 707, -0.67, 1034, i, 12, -0.5%, nt, nt, i, -10, -0.35, 1.6, -0.19, 0.53, 1%
- COc1ccc2[nH]c(=O)c(C(c3nnnn3C3CCCC3)N3CCN(Cc4ccc5c(c4)OCO5)CC3)cc2c1 (stereo unspecified)
→ 1.3, 0.8, 7.1, -1, 785, 0.33, 801, i, 15, -1.0%, 0.6, 1134, i, -3, 0.27, -0.31, 0.2, -0.058, 4%
- CCCc1nc2ccccc2n1CCc1ccccc1
→ 3.0, 3.6, 14, -2, 775, 0.2, 1189, i, 61, 0.5%, -2.3, 580, i, 7, 3.2, -0.19, 2.2, -0.76, 10%
- CCc1ccc(C(=O)NN(C(=O)c2ccc(CC)cc2)C(C)(C)C)cc1
→ 5.7, 1.0, 1.4, 33, 660, ?, nt, i, 50, -1.9%, -6.4, 513, i, 5, 0.031, -0.27, 0.08, 0.24, 7%
- Cc1ccc(CCNC(=O)C2CC(c3cc(C(F)(F)F)cc(C(F)(F)F)c3)=NO2)cc1 (stereo unspecified)
→ nt, nt, nt, nt, nt, 1.2, 786, i, 24, nt, 0.2, 979, nt, nt, -0.36, -0.77, 0.095, -0.17, -7%
- CCOC(=O)CNC(=O)CN1C(=O)CCS(=O)(=O)c2ccccc21
→ 2.7, 1.9, 9.1, 11, 769, nt, nt, i, 26, -1.0%, 1.7, 503, i, 0, 0.07, -0.16, 0.74, -0.52, -10%
- N/C(CSc1ccc(Cl)cc1)=N\NC(=O)c1ccncc1
→ 4.8, 1.8, 6.0, 4, 618, 1.5, 1711, i, 56, -0.9%, 5.5, 611, i, 13, 0.38, -0.31, 0.83, -0.81, 10%
- COc1ccc(/C=C/C(=O)OCC(=O)Nc2cccc(C(C)=O)c2)cc1
→ 5.4, 2.1, 6.4, 14, 616, 0.89, 1348, i, 20, -2.6%, 1.1, 956, i, 5, -0.44, -0.17, -0.22, 1.1, 7%

# Bioassay records: PubChem, several laboratories
